From PubChem BioAssay
LMPTP inh: blocks human LMPTP phosphatase; inhibition, % at 20 µM; recombinant LMPTP-A, OMFP fluorogenic substrate, fluorescence intensity; 360,000 compounds, 0.22% hits; P24666; AID 651560;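 active = compounds that cut the enzyme signal by at least half of the control window in the single-dose screen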;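 note: plate controls were DMSO wells with enzyme plus substrate for no effect and substrate without enzyme for full effect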
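test system = LMPTP-A | amount = 0.625 nM LMPTP-A final | reagent = fluorogenic phosphatase substrate OMFP at 400 µM final | incubation = 50 min at room temperature | benchmarks = no-enzyme low control, uninhibited high control | medium = Bis-Tris pH 6.0, DTT, detergent | signal = fluorescence intensity of OMFP turnover product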
NadD block: inhibitors of Staphylococcus aureus NadD; purified NadD enzyme, colorimetric absorbance read-out; inhibition, % at 20 µM; 360,000 compounds, 0.78% hits; AID 602399; in the data active = inhibition above about 26%; note: some compounds past the cut are filed as inactive
Scp-1 inhibitor: inhibitors of human Scp-1 phosphatase | AID 493091 | 340,000 compounds, 0.88% hits | inhibition, % at 20 µM | Recombinant Scp1, phosphopeptide, malachite green phosphate absorbance;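 active = inhibition above about 50% at 20 µM, limit read from the data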;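 note: plate controls were DMSO wells with enzyme for no effect and wells lacking enzyme for full effect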
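Test system: SCP-1 phosphatase catalytic domain, residues 76-261; measured by: colorimetric phosphate reagent with accelerator and stabiliser, absorbance at 630 nm; timing: enzyme reaction 45 min at room temperature, colour 5 min, stabilisation 30 min; also added: Phosphorylated 17-residue peptide substrate; compound dosing: one concentration, 20 µM, with 1.0% DMSO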
Neddyl block: blocks human cullin neddylation; P61081+Q13564; TR-FRET cullin neddylation, biochemical; calls only at 25 µM; 360,000 compounds, 0.58% hits; AID 651699; in the data active = inhibition above about 36%
DNMT1 block: inhibitors of human DNMT1; P26358; DNMT1 molecular beacon, Hinp1I cleavage, fluorescence; inhibition (reported as % activation of signal), % at 10 µM; 360,000 compounds, 0.83% hits; in the data active = inhibition above about 50%
STEP block: blocks human striatal-enriched tyrosine phosphatase; recombinant STEP, OMFP fluorogenic substrate, fluorescence; P54829; inhibition, % at 20 µM; 360,000 compounds, 0.25% hits; AID 588621;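 active = inhibition at 20 µM, scaled per plate between control wells, above about 37%, limit read from the data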;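 note: 0% = DMSO with enzyme and substrate and 100% = substrate only without enzyme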
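Measure: Control-normalized % inhibition with plate pattern correction | Test system: STEP phosphatase, cell-free reaction | Medium: pH 6.0 Bis-Tris with DTT and Tween 20 | Technique: Fluorescence, 480/540 nm | Times: Reaction 20 min, ambient temperature | Doses: Single compound dose of 20 µM, 1% DMSO final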
Rpn11 block: Rpn11 (human) deubiquitinase inhibition; calls only at 20 µM; 360,000 compounds, 0.59% hits; O00487; human 26S proteasome, Ub4-pepOG fluorescence polarization; 20S core pre-blocked with epoxomicin;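 active = inhibition at 20 µM, scaled to each plate's controls, above about 33%, limit read from the data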
SUMO1-SIM PPI: SUMO1-SIM interaction modulation | P63165 | SUMO1 binding to a labelled peptide, TR-FRET, 1 h | inhibition, % at 20 µM | 360,000 compounds, 0.33% hits | AID 602429; in the data active = inhibition above about 37%
CSN deneddyl inh: blocks human CSN-mediated cullin deneddylation | 360,000 compounds, 0.38% hits | inhibition, % at 12.5 µM | Purified CSN, SCF-Nedd8-OG deneddylation, fluorescence polarization | Q92905 | AID 651999;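 active = pattern-corrected inhibition above about 35%, with an unprinted fluorescence ratio check between 0.5 and 1.5, limit read from the data, passing the limit was not always enough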;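 note: 0% = enzyme with substrate and 100% = substrate without enzyme; some results filed as inactive read as strong as hits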
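Assay system: Purified human Csn5 enzyme expressed in HEK293T cells | Amount: Enzyme 0.24 nM | Measured by: Fluorescence polarization readout | Medium: Tris/NaCl/DTT buffer, pH 7.5 | Compound dosing: One concentration, 12.5 µM, 0.25% DMSO | Times: 90 min incubation of compound, enzyme and substrate at room temperature | Control set: no-enzyme wells high, enzyme-with-substrate wells low | Read-out: % inhibition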
Rin1-Abl PPI inh: human Rin1-Abl interaction inhibition | P00519+Q13671 | TR-FRET Rin1/Abl binding, biochemical | inhibition, % at 7.35 µM | 360,000 compounds, 0.4% hits | AID 588664; in the data active = inhibition above about 5%, passing the limit was not always enough
Target sequence (P00519 whole entry, looked up): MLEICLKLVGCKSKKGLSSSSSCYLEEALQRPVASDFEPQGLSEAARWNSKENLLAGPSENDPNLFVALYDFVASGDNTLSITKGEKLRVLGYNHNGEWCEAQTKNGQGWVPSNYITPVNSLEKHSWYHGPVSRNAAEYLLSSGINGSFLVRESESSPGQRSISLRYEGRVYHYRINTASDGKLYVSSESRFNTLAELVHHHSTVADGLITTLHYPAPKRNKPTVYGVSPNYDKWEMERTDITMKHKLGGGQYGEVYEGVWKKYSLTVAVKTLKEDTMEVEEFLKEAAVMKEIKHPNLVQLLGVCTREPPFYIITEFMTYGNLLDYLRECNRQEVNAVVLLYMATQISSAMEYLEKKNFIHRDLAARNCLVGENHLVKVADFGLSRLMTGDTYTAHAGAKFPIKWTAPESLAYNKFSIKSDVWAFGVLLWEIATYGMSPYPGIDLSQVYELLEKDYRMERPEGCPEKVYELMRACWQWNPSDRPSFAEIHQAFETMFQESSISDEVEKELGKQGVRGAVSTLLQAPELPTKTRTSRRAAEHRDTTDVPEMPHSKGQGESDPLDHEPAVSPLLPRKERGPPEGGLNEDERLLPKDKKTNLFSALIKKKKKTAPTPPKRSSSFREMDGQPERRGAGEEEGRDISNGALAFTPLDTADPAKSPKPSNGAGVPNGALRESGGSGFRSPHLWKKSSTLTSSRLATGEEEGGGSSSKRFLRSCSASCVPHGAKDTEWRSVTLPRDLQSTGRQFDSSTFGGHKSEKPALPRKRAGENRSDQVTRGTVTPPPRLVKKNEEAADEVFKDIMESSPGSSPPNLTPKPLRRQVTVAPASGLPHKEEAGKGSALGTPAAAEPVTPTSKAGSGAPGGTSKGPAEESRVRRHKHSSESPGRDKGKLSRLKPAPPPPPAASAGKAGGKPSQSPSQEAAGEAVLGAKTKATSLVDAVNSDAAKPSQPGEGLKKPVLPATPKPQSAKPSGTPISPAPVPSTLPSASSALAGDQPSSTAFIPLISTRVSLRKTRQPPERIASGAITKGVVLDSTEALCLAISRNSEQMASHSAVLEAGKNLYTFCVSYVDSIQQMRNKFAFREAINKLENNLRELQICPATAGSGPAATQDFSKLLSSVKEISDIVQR
Target sequence (Q13671 whole entry, looked up): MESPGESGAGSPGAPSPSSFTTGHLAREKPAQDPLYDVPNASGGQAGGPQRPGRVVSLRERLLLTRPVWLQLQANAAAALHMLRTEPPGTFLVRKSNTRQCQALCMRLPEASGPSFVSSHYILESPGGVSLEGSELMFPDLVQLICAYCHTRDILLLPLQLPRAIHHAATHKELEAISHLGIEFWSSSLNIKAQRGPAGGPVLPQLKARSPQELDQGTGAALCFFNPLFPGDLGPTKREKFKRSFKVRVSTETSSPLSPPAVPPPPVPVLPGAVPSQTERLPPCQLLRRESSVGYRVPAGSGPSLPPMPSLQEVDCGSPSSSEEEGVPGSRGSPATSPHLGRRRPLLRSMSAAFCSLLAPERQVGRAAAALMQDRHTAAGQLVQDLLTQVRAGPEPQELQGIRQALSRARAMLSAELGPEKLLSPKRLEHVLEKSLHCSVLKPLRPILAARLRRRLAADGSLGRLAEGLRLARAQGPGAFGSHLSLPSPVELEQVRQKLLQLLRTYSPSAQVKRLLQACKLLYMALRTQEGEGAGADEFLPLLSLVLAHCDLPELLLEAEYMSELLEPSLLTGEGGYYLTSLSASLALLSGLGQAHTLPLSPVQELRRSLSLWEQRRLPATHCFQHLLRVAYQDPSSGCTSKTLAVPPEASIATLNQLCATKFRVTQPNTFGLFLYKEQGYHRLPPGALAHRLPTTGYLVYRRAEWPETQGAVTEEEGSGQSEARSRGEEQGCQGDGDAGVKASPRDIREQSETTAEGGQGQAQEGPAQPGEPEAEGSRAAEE
* = called active by the depositor; i = inactive; . = no result given.

Second line of a record – LMPTP inh, NadD block, Scp-1 inhibitor, Neddyl block, DNMT1 block, STEP block, Rpn11 block, SUMO1-SIM PPI, CSN deneddyl inh, Rin1-Abl PPI inh
Cc1ccc(NC(=O)c2ccc(N3C(=O)C4CC=C(Cl)CC4C3=O)cc2)cc1 (stereo not drawn)
  0.3, -2, -13, i, -19, 4, i, 3, -1, -2
CC(C)CCN1C(=O)CCC1(C)C(=O)NC1CCCCCCC1 (stereo not drawn)
  -0.2, 0, -4, i, 3, 2, i, 0, -5, -2
O=C(CCc1ccccn1)N1CCCC(CNS(=O)(=O)c2cccs2)C1 (stereo not drawn)
  -0.8, 1, -2, i, 1, 0, i, -1, -2, 3
Cc1cc(OC(=O)c2ccccc2F)c([N+](=O)[O-])c(=O)[nH]1
  -1.0, 3, 0, i, 1, 0, i, 1, 1, 4
Cc1nnc(SCCc2ccccc2)[nH]c1=O
  -0.2, -3, -8, i, -5, 1, i, 1, -1, -1
N#Cc1sc(NCc2ccccn2)nc1Cl
  -2.6, -7, -7, i, 1, 2, i, 5, 4, 5
COc1ccc(N(C)C(=O)c2cc3c(s2)-c2c(C)cccc2OC3)c(OC)c1
  4.4, -9, -6, i, -2, 0, i, -1, 2, -3
CCOC(=O)CNC(c1ccccc1)c1cc(Br)ccc1NC(=O)OCC (stereo not drawn)
  1.7, 4, -12, i, -2, -3, i, 3, 4, -5
COc1cc(C(CCN2CCCCC2)c2c(OC)cc(OC)c3c(-c4ccccc4)cc(=O)oc23)cc(OC)c1OC (stereo not drawn)
  1.4, 2, 6, i, -8, -2, i, -19, 3, -4
Cc1ccc(-c2nc(CS(=O)CC(=O)NCc3ccc(F)cc3)c(C)o2)cc1 (stereo not drawn)
  -0.9, 3, -5, i, -2, 2, i, 3, 4, -1
COc1cc(OC)cc(C(=O)NC(C)c2cnn(-c3ccccc3C)c2C)c1 (stereo not drawn)
  0.8, -2, -4, i, 0, 4, i, 0, -2, 0
O=C(O)C(Cc1ccccc1)N1C(=O)/C(=C/c2cccnc2)SC1=S (stereo not drawn)
  -0.5, -1, 3, i, -2, -2, i, -27, 3, -4
CCCn1nc(C(=O)N(C)CC(=O)Nc2ccc(OCC)c(OCC)c2)c2ccccc2c1=O
  -1.3, 2, -4, i, 4, -2, i, 5, -5, 21*
N#CC(C(=O)c1ccccc1)=C1SCCS1
  -1.1, -3, -5, i, 1, 0, i, -18, -2, -3
CCOc1ccc(NC(=O)COC(=O)C23CC4CC(CC(C4)C2)C3)c([N+](=O)[O-])c1
  2.4, 3, -9, i, 7, 0, i, -9, -6, 0
Cc1ccc(-c2nc3ccccn3c2NC(=O)c2ccco2)cc1
  -1.4, -3, -4, i, 9, -3, i, 18, 7, 5
COc1ccc(-c2ccc(CN3C(C)C(=O)N(Cc4cn(CCC5OCCO5)nn4)CCS3(=O)=O)cc2)cc1OC (stereo not drawn)
  0.8, 5, ., i, -3, -3, i, 2, -2, -2
Cc1ccsc1/C=N/Nc1ncnc2nc[nH]c12
  1.3, -1, -6, i, 2, 1, i, -7, 0, -5
CCOC(=O)c1cnc(SC2CC(=O)N(c3cccc(OC)c3)C2=O)nc1N (stereo not drawn)
  1.1, -2, -2, i, 2, 0, i, 6, -6, 0
O=C(NC1CCS(=O)(=O)C1)c1cnccn1 (stereo not drawn)
  -0.5, 5, 3, i, -1, 1, i, -3, 0, -2
O=C(Oc1coc(CSc2ncccn2)cc1=O)c1cccc([N+](=O)[O-])c1
  -0.3, -3, -5, i, 10, -2, i, -16, 6, -2
CCN(CC)C(=S)SCC(=O)Nc1ccc(F)cc1
  -0.7, -8, -8, i, 7, 0, i, -1, 2, 0
c1coc(-c2nc3c4c5c(sc4ncn3n2)CCCC5)c1
  -1.0, -6, -5, i, 6, 1, i, 1, 7, -2
N#C/C=C\Oc1ccc(Cl)cc1N
  -1.1, -2, -4, i, -6, -2, i, -4, -2, 0
CC(/C=C/c1ccccc1F)=N\NC(=O)c1ccc(Cl)cc1
  -0.1, 9, 52*, i, 1, -2, i, 0, -10, -4
CN(CCc1ccccn1)C1CCCN(S(=O)(=O)c2ccc(F)c(Cl)c2)C1 (stereo not drawn)
  0.1, -5, -10, i, 1, -1, i, 0, -1, -4
CN(C(=O)c1nn(C)c2c1CS(=O)(=O)c1ccccc1-2)c1cccc(Cl)c1
  -1.1, 1, -6, i, -2, -1, i, 1, 1, 1
CCOc1ccccc1Nc1nc2ccc(C)cc2n2cnnc12
  0.0, -6, -10, i, 32, 1, i, -3, -1, 4
CCOC(=O)N1CCN(C(=O)C(NC(=O)C2CCC(C)CC2)C(C)C)CC1 (stereo not drawn)
  -1.2, -6, -2, i, 5, 2, i, 0, 1, 2
O=C(NCc1n[nH]c(=S)n1-c1cccc(C(F)(F)F)c1)c1ccc(S(=O)(=O)N2CCCCC2)cc1
  1.1, 9, -3, i, 0, 1, i, 6, 6, 4
CSc1ccccc1NC(=O)CN(c1cc(C)cc(C)c1)S(C)(=O)=O
  0.8, -6, 2, i, -2, -1, i, -1, 4, -1
Cc1ccc(Cn2cc(CN3CC(N4CCN(Cc5ccccc5F)CC4)CS3(=O)=O)nn2)cc1 (stereo not drawn)
  -1.3, -2, ., i, ., ., ., -5, -7, .
O=C(CN1C(=O)NC2(CCCCCC2)C1=O)c1ccc(Cl)s1
  1.1, -2, -11, i, -1, 3, i, -2, 3, 1
O=C(OCc1c(F)cccc1Cl)c1cc([N+](=O)[O-])ccc1N1CCOCC1
  0.7, -6, -9, i, -1, 1, i, -27, 5, -3
COc1cccc(NC(=O)CN(C)C(=O)c2cc(-c3ccc(F)cc3)nc3ccccc23)c1
  2.3, -11, -5, i, -4, -3, i, -2, 1, 5
O=C(Nc1ccc2nc(-c3ccccc3)[nH]c2c1)c1cccs1
  -0.4, -10, -1, i, -7, 1, i, 12, -5, 0
CCOC(=O)C(NC(C)=O)C(=O)O (stereo not drawn)
  -2.8, 4, -15, i, -1, -2, i, 1, 1, 1
Cc1nc2cc(C)c(C)cc2o1
  0.1, -1, -1, i, 3, -4, i, 2, 0, 4
O=C(Cc1ccc([N+](=O)[O-])cc1)Nc1cccnc1
  7.7, 5, -7, i, 3, 0, i, -18, 6, -1
COc1ccccc1N=Nc1c(C)[nH][nH]c1=O
  3.0, -2, -9, i, 2, 5, i, -38, -3, -3
O=C1CSc2ccc(S(=O)(=O)N3CCN(c4ccccc4)CC3)cc2N1
  0.2, 0, -11, i, -4, 3, i, 4, 3, 1
CN(C)c1cccc(C(=O)n2cc(C(=O)c3cc(F)ccc3O)cn2)c1
  0.4, 6, -17, ., 3, -3, i, 2, 4, 0
O=S(=O)(c1ccc(Cl)cc1)N1CCN(Cc2c[nH]c3ccccc23)CC1
  1.4, 0, -2, i, 8, 2, i, 4, 1, -2
CCOC(=O)c1sc(C)c2c(=O)n(CCc3ccccc3)nnc12
  -2.7, -4, 0, i, 7, 2, i, -18, 3, 4
CN(C)CC/C=C1\c2ccc(F)cc2Sc2cc(F)c(Cl)cc21
  0.8, 0, -3, i, 3, 4, i, -26, 5, 2
Cc1ccc(-n2nc3c(c2NC(=O)c2ccco2)CS(=O)(=O)C3)cc1
  -0.3, 2, -3, i, -1, -1, i, -4, 0, 0
O=C(NNC1=Nc2ccccc2SC1)c1ccccc1F
  -1.0, 1, 0, i, 0, 2, i, 1, -6, 0
CC(C)N1CCC(N2CCN(C3CCCC3)CC2CCO)CC1 (stereo not drawn)
  -2.7, 3, -5, i, 0, -1, i, -2, 6, -1
COc1cc(-c2cc(C(=O)Nc3cc(S(=O)(=O)N4CCOCC4)ccc3O)c3ccccc3n2)cc(OC)c1OC
  3.2, 1, 2, i, -3, 6, i, 7, 0, 7
CN(C)c1ccc(C=NNC(=S)Nc2ccc(F)cc2)cc1
  1.5, -2, -12, ., -8, -1, i, -11, 0, 2
Cc1ccc(C=NNc2ccc([N+](=O)[O-])cn2)cc1
  -0.5, -6, 1, i, 0, 0, i, -16, -2, 1
O=C(OCC(=O)N1CCc2ccccc21)c1ccccc1
  0.5, -8, -3, i, 2, 0, i, 0, -1, -1
Cc1cc(=O)n(Cc2ccco2)c(=S)[nH]1
  -2.2, -5, ., i, 0, -1, i, 2, 4, -3
C=CCOc1ccc(C2/C(=C(\O)c3ccc4c(c3)CC(C)O4)C(=O)C(=O)N2CCN2CCOCC2)cc1OCC (stereo not drawn)
  1.8, 13, 10, i, -1, 0, i, -2, 2, -3
COc1cc(OC)cc(C(=O)NC2CCN(Cc3nnnn3Cc3cccs3)CC2)c1
  -1.2, -3, -7, i, -2, -1, i, 0, -5, -5
CCOC(=O)[C@]12CCC=C1N(Cc1ccco1)C(=O)[C@H](CC(=O)N1CCCC1)C2
  -2.2, 8, ., i, ., ., ., 2, 0, .
CCCCn1c(N)c(N(CCC(C)C)C(=O)CSc2nc3ccccc3s2)c(=O)[nH]c1=O
  -4.1, -7, ., i, 8, -4, i, 0, -1, -3
Cc1cc(C(=O)N/N=C2\CCCC(C)C2)n[nH]1 (stereo not drawn)
  -0.1, -1, -6, i, -1, 0, i, -1, 1, 4
Cc1ccc(-n2ncc3c(=O)n(CC(=O)N(C)C)cnc32)cc1
  -2.8, -8, -6, i, 1, -2, i, 6, 4, 1
COc1cc(C2NC(=S)NC(C)=C2C(=O)OC(C)C)ccc1OC(C)C (stereo not drawn)
  -0.8, 3, -7, i, -8, -18, i, 1, 0, 3

More results:
Second line of a record – LMPTP inh, NadD block, Scp-1 inhibitor, Neddyl block, DNMT1 block, STEP block, Rpn11 block, SUMO1-SIM PPI, CSN deneddyl inh, Rin1-Abl PPI inh
Cc1ccc(NS(=O)(=O)c2ccc(C(=O)NCC3CCCO3)cc2)cc1 (stereo not drawn)
  0.5, -4, 0, i, -2, 1, i, 2, -3, -1
CC(=O)Nc1ccc(NC(=O)CSc2nnc(C3CC3)n2C)cc1
  -2.2, -4, -3, i, -2, 1, i, -2, -1, 1
O=C(N/N=C/c1cc(Br)cs1)c1ccc2c(c1)OCCO2
  0.4, -2, 11, i, 8, -2, i, -26, -1, 2
Cc1cc(C)c(NC(=O)CS(=O)CC(=O)Nc2ccc(-n3cnnn3)c(C)c2)c(C)c1 (stereo not drawn)
  0.0, -3, -3, i, 4, 3, i, -1, -2, 0
O=S1(=O)CCOCCCN1Cc1ccccc1
  -0.6, -8, -3, i, 0, -3, i, -6, 1, 4
COc1ccc(Cl)cc1S(=O)(=O)n1ccnc1
  -2.2, -4, -10, i, 2, -3, i, 7, 0, 4

Compounds shown so far that contain a COOH group (2):
Second line of a record – LMPTP inh, NadD block, Scp-1 inhibitor, Neddyl block, DNMT1 block, STEP block, Rpn11 block, SUMO1-SIM PPI, CSN deneddyl inh, Rin1-Abl PPI inh
O=C(O)C(Cc1ccccc1)N1C(=O)/C(=C/c2cccnc2)SC1=S (stereo not drawn)
  -0.5, -1, 3, i, -2, -2, i, -27, 3, -4
CCOC(=O)C(NC(C)=O)C(=O)O (stereo not drawn)
  -2.8, 4, -15, i, -1, -2, i, 1, 1, 1
